TCR-CD3 inh: inhibitors of human TCR-CD3 interaction, primary screen, biochemical, fluorescence, TAMRA-labeled TCR probe; 360,000 tested, 0.37% active; AID 651800, 2012; T-cell receptor (TCR); inhibition, % at 9.4 µM; in the data active = inhibition above about 19%;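 also: recombinant mutant TCR 2C K166C tagged with TAMRA read by polarization; 0% = receptor in buffer alone and 100% = receptor with positive control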
PG9 binder: binders of HIV-1 gp120 antibody PG9, primary screen, biochemical, TR-FRET | HIV-1 gp120 / PG9 antibody interaction | TR-FRET gp120-PG9 antibody binding | inhibition, % at 6.7 µM | 360,000 tested, 0.43% active | AID 624416, 2012; in the data active = inhibition above about 8.5%
mABHD4 FP: ABHD4 inhibitors, primary screen, biochemical, fluorescence polarization, mouse; (Lyso)-N-acylphosphatidylethanolamine lipase (Mus musculus), Q8VD66; purified mABHD4, FP-Rh probe fluorescence polarization; inhibition, % at 8.92 µM; 370,000 tested, 0.54% active; AID 720543, 2013;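 active = inhibition exceeding the mean over every tested compound plus 3 SD, cut at about 30% in these data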;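 also: 0% = plate median of compound wells and 100% = S159A mutant with DMSO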
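Assay system: Wild-type mouse ABHD4 protein | Medium: HEPES pH 7.0 buffer, 150 mM NaCl, 0.01% Pluronic F-127 | Incubation: Enzyme–compound pre-incubation 45 min, then probe 60 min, both 25 °C | Technique: Fluorescence polarization with parallel and perpendicular emission, 525/598 nm | Evaluation: % inhibition of FP-Rh probe binding versus controls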
LEDGF integ inh: blockers of LEDGF/p75-dependent integrase strand transfer – biochemical, TR-FRET, high throughput, primary screen | 370,000 tested, 0.64% active | HIV-1 integrase (with human LEDGF/p75) | TR-FRET IN-LEDGF/p75 DNA integration, Eu/Cy5 | inhibition, % at 3.7 µM | AID 743269, 2014;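 active = inhibition above the screen-wide mean plus 3 SD, cut at about 13% in these data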;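 also: signal is the Cy5 over europium emission ratio at 671 and 618 nm; 0% = plate median of compound wells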
SIAE inh: human SIAE inhibitors, primary screen, biochemical, fluorescence polarization, FP-Rh probe, 1536-well HTS; Sialate O-acetylesterase (Homo sapiens), Q9HAT2; SIAE FP-Rh probe binding; inhibition, % at 9.66 µM; 370,000 tested, 0.69% active; AID 1053197, 2014;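 active = inhibition above a cutoff: mean of compounds within the control limits plus 3 SD of those, cut at about 17% in these data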;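 also: 0% = plate median of compound wells and 100% = probe without SIAE protein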
rCAG binder: binders of r(CAG) RNA repeats, primary screen, biochemical, fluorescence; inhibition, % at 3 µM; AID 651821, 2012; 370,000 tested, 1.3% active; r(CAG) RNA repeat, TO-PRO-1 dye displacement fluorescence;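 active = inhibition above the plate cutoff, the mean of all test compounds on that plate plus 3 SD, cut at about 35% in these data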;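 also: 0% = DMSO alone and 100% = 100 µM mitoxantrone as full dye displacement; higher means more dye released from RNA so lower well fluorescence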
HTRA1 inh: HTRA1 serine protease inhibitors, primary screen, biochemical, fluorescence polarization, HTS. Q92743. recombinant HTRA1, FP-rhodamine activity-based probe. inhibition, % at 5.96 µM. 340,000 tested, 0.5% active; in the data active = inhibition above about 36%;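 also: 0% = enzyme with DMSO and 100% = wells lacking enzyme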
Target sequence (Q92743 whole entry, looked up): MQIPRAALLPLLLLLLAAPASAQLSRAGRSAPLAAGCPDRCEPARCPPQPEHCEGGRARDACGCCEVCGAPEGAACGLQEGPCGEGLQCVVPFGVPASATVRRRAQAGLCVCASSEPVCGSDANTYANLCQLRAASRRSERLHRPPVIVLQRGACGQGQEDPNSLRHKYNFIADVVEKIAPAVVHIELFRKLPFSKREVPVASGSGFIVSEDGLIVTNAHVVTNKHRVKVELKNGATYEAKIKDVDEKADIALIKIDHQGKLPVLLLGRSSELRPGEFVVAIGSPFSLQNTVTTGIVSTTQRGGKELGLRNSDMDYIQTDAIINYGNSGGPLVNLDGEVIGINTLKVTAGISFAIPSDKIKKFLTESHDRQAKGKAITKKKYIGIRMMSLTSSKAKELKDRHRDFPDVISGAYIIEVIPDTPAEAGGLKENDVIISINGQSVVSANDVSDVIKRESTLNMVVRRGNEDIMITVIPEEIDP
PRMT1 inh: PRMT1 methyltransferase inhibitors, primary screen, biochemical, fluorescence polarization; Protein arginine N-methyltransferase 1 (Homo sapiens), Q99873; recombinant PRMT1, activity-based probe fluorescence polarization; inhibition, % at 2.79 µM; 370,000 tested, 1.3% active; AID 652257, 2013;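 active = inhibition above about 21% made by adding two undisclosed values, limit read from the data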
Target sequence (Q99873 whole entry, looked up): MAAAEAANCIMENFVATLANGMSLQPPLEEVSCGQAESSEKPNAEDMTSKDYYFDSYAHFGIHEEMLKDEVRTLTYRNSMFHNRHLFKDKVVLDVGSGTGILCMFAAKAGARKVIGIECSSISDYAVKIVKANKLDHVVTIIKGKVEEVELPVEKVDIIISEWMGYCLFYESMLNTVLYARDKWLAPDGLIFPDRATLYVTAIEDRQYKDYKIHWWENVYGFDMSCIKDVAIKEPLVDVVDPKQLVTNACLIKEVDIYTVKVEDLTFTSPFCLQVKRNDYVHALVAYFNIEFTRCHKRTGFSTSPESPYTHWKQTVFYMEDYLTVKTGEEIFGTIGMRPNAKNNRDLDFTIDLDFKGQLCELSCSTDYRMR
TDP2 absorb: human TDP2 enzyme inhibitors, primary screen, biochemical, epi absorbance, recombinant enzyme | 370,000 tested, 0.34% active | T5PNP hydrolysis, p-nitrophenol absorbance 415 nm | inhibition, % at 12.8 µM | AID 720702, 2013;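 active = inhibition above the mean of all tested compounds plus 3 SD, set per campaign, cut at about 25% in these data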;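 also: 0% = DMSO with enzyme and 100% = buffer with substrate but no TDP2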
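System – recombinant human TDP2 · Quantity – TDP2 enzyme at 120 nM final · Doses – single concentration, 12.8 µM nominal, with 1% DMSO · Incubation – 2 h at 37 °C · Measured by – epi absorbance of p-nitrophenol freed from T5PNP by hydrolysis · Read-out – % inhibition relative to enzyme-containing and enzyme-free wells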
NR1D1 modulator: modulators of Rev-erb alpha DNA binding, primary screen, biochemical, FITC-DNA, fluorescence polarization, uHTS | Nuclear receptor subfamily 1 group D member 1 (Homo sapiens), P20393 | Rev-erbα–FITC-DNA binding, 90 min | activity, % at 10 µM | 370,000 tested, 0.79% active | AID 1259318, 2017;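 active = activity above about 14%, limit read from the data; passing the limit was not always enough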;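 also: 0% = DMSO wells with 35 nM protein and 100% = DMSO wells with 750 nM protein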
* marks the source's active call; other numbers are inactive results; x = not tested or not shown.

Results follow in this order: TCR-CD3 inh	PG9 binder	mABHD4 FP	LEDGF integ inh	SIAE inh	rCAG binder	HTRA1 inh	PRMT1 inh	TDP2 absorb	NR1D1 modulator
- CCOC(=O)C1(Cc2cccc(OC)c2)CCN(Cc2cccn2-c2nccs2)CC1
    6	-1.7	-4	4	5	-12	-9	-2	-3	4
- CCC(Sc1nc2ncccc2[nH]1)C(=O)NC1CCCC1 (configuration not stated)
    -8	-1.0	-15	5	6	-1	4	3	-3	3
- Cc1ccc(S(=O)(=O)N2C[C@]3(O)C[C@@H]4C(=O)N(c5ccccc5)C(=O)[C@@H]4C[C@]3(OC(=O)NCc3ccco3)C2)cc1
    0	-2.2	2	-1	-2	5	9	-2	-9	-2
- N=c1n(CC(=O)c2ccc([N+](=O)[O-])cc2)c2ccccc2n1Cc1ccc(Cl)cc1
    0	-0.3	9	-4	4	6	-1	6	9	0
- O=C(NC(=O)c1c(Cl)cccc1Cl)Nc1ccc(Oc2cccnc2)nc1
    -6	-1.4	-11	7	0	-1	x	-1	-21	-7
- Cc1nnc(SCC(=O)NCC2CCCO2)n1-c1ccccc1 (configuration not stated)
    -2	-0.4	11	-1	-2	-2	-6	1	3	-2
- COc1ccc(N)c2c1C(=O)c1ccccc1C2=O
    4	-46	44*	-3	20*	26	38*	-1	-4	0
- O=C(N[C@H]1C[C@@H]2O[C@H](CO)CC[C@@H]2O[C@@H]1CCc1ccc(-c2cccnc2)cc1)c1cccc(F)c1
    x	x	2	0	-4	4	x	1	6	-10
- COc1ccc(-c2csc(N3CCN(c4cc5c(cc4Cl)nc(-c4ccncc4)n5CCOCCO)CC3)n2)cc1
    0	-0.8	-2	2	2	10	0	-3	-1	-7
- Cc1ccc(C(=O)Nc2nnc(CC(=O)N/N=C/c3ccc(O)c(O)c3)s2)cc1
    34*	2.0	14	0	4	16	48*	-2	1	-36
- CCc1ccc2[nH]c(=O)c(CN(CCN(C)C)C(=S)NCc3ccco3)cc2c1
    3	-0.8	9	-2	3	-4	14	33*	5	-3
- CC(=O)Nc1cc(-c2ccc(N(C)C)cc2)cn2c(-c3ccc(F)c(Cl)c3)cnc12
    -1	2.4	-13	-2	-8	13	x	0	-3	-4
- NC(=O)C1CCN(C(=O)c2ccc(Oc3cc(Cl)cc(Cl)c3)o2)CC1
    -3	-1.1	0	-2	7	-7	7	-2	6	-2
- COc1ccc2[nH]c(=O)c(CN(CCO)S(=O)(=O)c3c(C)ccc4nsnc34)cc2c1
    -3	1.0	-1	-3	-10	2	-2	3	9	-1
- COC(=O)c1cc(S(=O)(=O)NCC2CCN(CCc3cccs3)CC2)c[nH]1
    1	-0.6	4	3	8	1	-4	2	14	-1
- O=C(Oc1ccc(N(Cc2cccs2)C2=NS(=O)(=O)c3ccccc32)cc1)c1ccccc1Cl
    -7	-0.9	-3	4	9	0	1	3	11	5
- Cc1nnc2ccc(N3CCN(C(=O)c4ccccc4)CC3)nn12
    -1	1.1	1	8	0	1	0	-4	-1	-10
- Cn1c(C(=O)NC2CC2)cc2c(=O)n(C)c3ccccc3c21
    -7	-0.1	-7	6	-9	5	1	-3	-14	-3
- COc1ccc(C2=NO[C@@H]3C(=O)N(C4CCCCC4)C(=O)[C@H]23)cc1OC
    9	1.5	3	-2	-2	-3	-1	-1	1	1
- O=C(Nc1ccccc1)N1CCCN(c2nccc(C(F)(F)F)n2)CC1
    10	0.1	1	-2	-12	-3	-4	0	-11	1
- COC1=CC(=O)c2c(ccc3ncnc(N)c23)C1=O
    1	-9.9	4	53*	2	1	22	5	85*	1
- CC(C)Cn1c(SCC(=O)N2CCN(C(=O)c3ccco3)CC2)nc2ccccc2c1=O
    1	2.5	-7	-5	-6	-1	10	8	-6	5
- COc1ccc(NC(=O)c2cccc(N3C(=O)NC4CC3(C)Oc3ccccc34)c2)cc1 (configuration not stated)
    3	0.1	0	0	9	-3	-4	0	2	3
- CCCCn1c(SCC(=O)N2c3ccccc3Sc3ccccc32)nc2c1c(=O)n(C)c(=O)n2C
    -1	0.8	4	4	4	2	-1	1	-3	1
- CC(=O)NCC(=O)N(C)C(C(=O)Nc1ccc2c(c1)OCCO2)c1ccccc1 (configuration not stated)
    -2	-5.0	-5	2	3	-1	1	0	-15	2
- CC1CCN(C(c2nnnn2CCc2ccccc2)C(C)C)CC1 (configuration not stated)
    -5	-3.2	2	-3	-2	-8	-1	1	6	x
- O=C1C(=C2SCCCS2)CC/C1=C\c1ccc(F)cc1
    6	-1.3	18	-2	2	0	-7	0	-6	-3
- c1ccc(-n2cnc3cc(NCc4ccccn4)ccc32)cc1
    4	-2.4	5	-3	6	-2	17	4	14	4
- O=C1NC[C@H](CCCCN2C[C@H](Cc3ccccc3)N(CCC3CCCCC3)C(=O)C2=O)N(CC2CCCCC2)C1=O
    4	-1.4	6	-2	0	0	x	0	7	1
- CC1(NC(=O)Nc2cccc(Br)c2)CCS(=O)(=O)C1 (configuration not stated)
    0	-0.2	0	-1	-8	3	-3	-2	1	-1
- N#CC(c1ccccn1)c1ncc(C(F)(F)F)cc1Cl (configuration not stated)
    -4	-0.8	8	-3	5	-1	1	1	5	1
- O=C(c1cc(COc2c(F)cccc2F)on1)N1C[C@H]2CC[C@H]1C2
    -3	-0.5	8	-3	3	-8	1	-1	7	-12
- Cn1ccc(C(=O)NC(=S)N2CCSCC2)n1
    -2	1.9	-3	0	-4	1	3	7	-2	1
- Cc1ccn2c(=O)nc(SCC(=O)N3CCCc4ccccc43)nc2c1
    4	0.4	6	1	4	5	-4	3	17	-2
- O=C(NCc1cccc(CNC(=O)Nc2cccc(O)c2)c1)Nc1cccc(O)c1
    2	-0.7	0	0	8	7	-5	-3	2	4
- CC(C)C(=O)N1CCN(c2ccc(NC(=S)NC(=O)c3cc4ccccc4o3)cc2)CC1
    -1	-2.4	5	0	14	1	-1	2	21	-13
- COCCCN(CCCN)Cc1ccco1
    -7	1.8	-8	4	5	-3	5	4	0	-1
- O=C(N/N=C(/CC(=O)c1cccs1)C(F)(F)F)c1ccc(O)cc1
    2	-2.2	-10	2	-3	21	7	3	-4	-5
- CCC(CC)NC(=O)CN(c1ccccc1OC)S(=O)(=O)c1cccs1
    7	-0.2	-1	2	-3	-4	0	0	15	6
- Cc1nn(C(C)C(=O)NC2CC2)c(=O)c2nn(-c3ccccc3)c(C)c12 (configuration not stated)
    9	0.3	1	3	1	-1	3	-3	5	-6
- COc1ccc2c3c([nH]c2c1)C1(NCC3)C(=O)Nc2ccccc21 (configuration not stated)
    -3	-0.4	1	2	0	2	2	-2	0	0
- CCCn1cc(S(=O)(=O)c2ccc(Cl)cc2)c(=O)c2cc(OC)ccc21
    8	-1.6	-9	3	-2	-1	-7	-4	14	0
- COC(=O)c1ccc(C(=O)OC)c(NC(=O)COC(=O)C2CC2C)c1 (configuration not stated)
    9	6.8	-4	1	0	-4	-10	1	6	5
- COc1ccc(C(=O)c2oc3ccc(OC)cc3c2NC(C)=O)cc1
    3	3.7	2	-1	-5	0	4	1	1	-2
- c1ccc(-c2nn[nH]n2)cc1
    6	-1.1	-1	-4	2	0	6	0	-2	-4
- CCOC(=O)c1c(C)[nH]c(C(=O)N/N=C\c2ccccc2Cl)c1C
    -3	-1.4	-10	-3	-18	6	-26	0	-10	-11
- O=C(CCn1c(=O)oc2ccc(Cl)cc21)N1CCN(c2ccccc2)CC1
    -3	-1.5	1	-1	-5	-5	11	-2	25*	0
- CC1=NNC(=O)c2ccccc2O1
    -7	-0.6	8	-2	7	-4	0	2	-4	-5
- Cc1ccc(C(C(=O)NCC2CCCO2)N(C(=O)c2snc(C(N)=O)c2N)c2ccc(C)c(C)c2)o1 (configuration not stated)
    8	0.2	-4	0	-2	2	-9	2	5	2
- Cc1ccc(Nc2cc(C)nc3nc(C)nn23)cc1
    -1	-0.4	-1	-2	1	0	-5	3	-1	5

More structures follow:
Results follow in this order: TCR-CD3 inh	PG9 binder	mABHD4 FP	LEDGF integ inh	SIAE inh	rCAG binder	HTRA1 inh	PRMT1 inh	TDP2 absorb	NR1D1 modulator
- Cc1ccc(C(=O)Cc2cc3ccccc3oc2=O)c(C)c1
    -3	-2.3	-6	-5	-10	9	-6	-1	4	-1
- CSCCC(NC(=O)c1ccc(Cl)cc1Cl)C(=O)NCC(c1cccs1)N(C)C (configuration not stated)
    -4	-0.3	-2	2	2	-4	3	1	3	6
- CC(C(=O)NCc1ccco1)n1ccc2cc(S(=O)(=O)N3CCCCC3)ccc21 (configuration not stated)
    6	-0.3	1	2	-3	3	-9	-2	8	-2
- Oc1ccc(Cl)cc1C1=NNC(c2cccs2)C1 (configuration not stated)
    -6	-0.3	4	-1	0	17	-11	2	1	0
- CCNC(=O)C1(C)CCN(C(=O)c2ccc(OC)c(OC)c2)C1 (configuration not stated)
    -8	-0.7	4	1	-1	1	x	-1	-10	4
- CCCc1cc(NCCCn2ccnc2)n2nc(C)c(-c3ccccc3)c2n1
    0	3.1	15	1	8	-6	4	-1	0	-2
- O=C(CCCn1c(=S)[nH]c2ccsc2c1=O)NCCc1ccccc1
    0	-0.2	3	1	0	-2	6	-2	-16	-4
- COc1ccc(OC)c(NC(=O)c2ccno2)c1
    4	-0.9	3	-1	4	8	3	0	-1	-6
- COc1ccc(-n2nc(C(=O)NCC(=O)NC3CCCC(C)C3C)c3ccccc3c2=O)c(OC)c1 (configuration not stated)
    4	-0.6	0	3	3	-2	-1	-2	-12	1
- O=C(C1=C(O)C(=O)N(Cc2ccco2)C1c1cccc(Cl)c1)c1ccco1 (configuration not stated)
    2	2.0	2	0	3	10	4	2	16	-3
- CCCNC(=O)C1(C)CCN(Cc2ccc(-n3ccnc3)cc2)C1 (configuration not stated)
    -6	-1.4	5	-2	-1	-1	x	2	-14	3
- N#C/C(=N/Nc1ccccc1F)C(=N)N1CCOCC1
    6	-4.2	-7	2	3	2	-1	3	-21	-4
- O=C(Nc1ccc(Cl)cc1C(=O)NCc1cccnc1)c1ccco1
    3	-2.4	2	2	-2	4	-2	-2	1	2

Screens as filed in PubChem BioAssay.

An excerpt (hit frequency here may not be typical).
